Screening data from PubChem.
IMPase Li cell – qHTS Assay for Identifying the Cell-Membrane Permeable IMPase Inhibitors: Potentiation with Lithium | 0.35% of 210,000 active | Potency, µM (highest dose often 59.4 µM), without a hit: top-dose activity, negative = IMPase inhibition, actives largely listed as inhibitors | AID 1457, 2008 | CHO-M1 cells, IP1 TR-FRET (IP-One), carbachol + lithium;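 also: IP1 builds up when IMPase is blocked and the TR-FRET signal falls; potency is read from the fitted curve at half-maximal effect; plate controls were basal vehicle for no effect and high inhibitor control for full effect; nearly all actives have a fitted effect of over 50% in size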
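Steps: plate 2000 CHO-M1 cells per well and culture 16–30 h; add compound and lithium; incubate 30 min, 37C; add d2-IP1 tracer and Eu cryptate anti-IP1 antibody in lysis buffer; read after 10 min at room temperature.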
HTT aggregate – qHTS Multiplex Assay to Identify Dual Action Probes in a Cell Model of Huntington: Aggregate Formation (GFP); Potency, µM (top dose mostly 46.1 µM), without a hit: top-dose activity change, negative = inhibition, hits mostly inhibitors; 1.1% of 220,000 active; AID 1688, 2009; PC12 HttQ103-GFP aggregates, Acumen cytometry, 40 h; also: potency is read from the fitted curve at half-maximal effect; % is scaled to controls: 0 for no effect and ±100 for the full control effect; nearly all actives have a fitted effect of over 60% in size
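Quantitative HTS on tebufenozide-induced (100 nM) PC12 cells stably expressing polyQ103 Huntingtin exon 1–GFP. Reduction of bright GFP aggregates, detected by laser scanning cytometry after lysis, identified actives across the titration.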
CBFb RUNX1 block – qHTS Assay for Compounds Blocking the Interaction Between CBF-beta and RUNX1 for the Treatment of Acute Myeloid Leukemia. AID 1477, 2009. Potency, µM (top dose mostly 59.8 µM), inactives show top-dose activity, negative = inhibition, most hits filed as inhibitors. 230,000 tested, under 10 active. AlphaScreen CBFb-His/RUNX1-biotin binding, biochemical. Runt-related transcription factor 1 (Homo sapiens) + Core-binding factor subunit beta …; also: % of control where 0% means no effect
Target sequence (Q01196 whole entry, looked up): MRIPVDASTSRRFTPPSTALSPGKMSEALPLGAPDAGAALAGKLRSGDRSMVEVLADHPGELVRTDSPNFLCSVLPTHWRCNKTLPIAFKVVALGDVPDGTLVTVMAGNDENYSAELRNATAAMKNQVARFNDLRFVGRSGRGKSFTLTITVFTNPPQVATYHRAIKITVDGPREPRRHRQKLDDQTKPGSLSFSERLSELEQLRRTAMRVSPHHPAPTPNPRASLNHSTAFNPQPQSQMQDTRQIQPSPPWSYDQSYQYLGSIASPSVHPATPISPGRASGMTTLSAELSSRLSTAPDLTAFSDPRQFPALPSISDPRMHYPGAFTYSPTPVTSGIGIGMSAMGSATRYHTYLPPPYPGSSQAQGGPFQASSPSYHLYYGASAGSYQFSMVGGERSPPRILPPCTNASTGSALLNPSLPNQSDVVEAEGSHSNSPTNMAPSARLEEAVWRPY
Target sequence (Q13951 whole entry, looked up): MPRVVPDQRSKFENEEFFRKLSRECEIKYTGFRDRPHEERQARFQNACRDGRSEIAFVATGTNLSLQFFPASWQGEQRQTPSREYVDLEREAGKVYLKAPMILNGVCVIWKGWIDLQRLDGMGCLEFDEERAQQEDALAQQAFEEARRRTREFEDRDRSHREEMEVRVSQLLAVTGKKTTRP
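Interaction loss through any mechanism counts as activity. Pre-formed complex of His-CBF-beta and biotin-RUNX1 (30 nM apiece) is incubated with compound 15 min, then with 50 ng nickel and 50 ng streptavidin beads for 90 min before AlphaScreen detection.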
SMN2 splice enh – qHTS Assay for Enhancers of SMN2 Splice Variant Expression; HEK293 SMN2-luciferase splicing reporter, luminescence, 30-36 h; Potency, µM (doses to about 46.1 µM), for inactives: at the top dose activity change, positive = activation, hits mostly activators; 2.8% of 210,000 active; AID 1458, 2008; also: potency is read from the fitted curve at half-maximal effect; % of control where 0% means no effect; nearly all actives have a fitted effect of over 55% in size
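HEK293 cells carry an SMN2 minigene-luciferase reporter in which exon 7 inclusion puts luciferase in frame. Cells were seeded at 2000 cells/well, attached for 10-12 hours, then exposed to compounds for 30-36 hours at 37C before ONE-Glo luminescence.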
Lamin A splicing – qHTS Assay for Modulators of Lamin A Splicing | HeLa LMNA splicing GFP/RFP minigene ratio, 48 h | Potency, µM (highest dose often 46.1 µM), for the others: at the highest dose ratio change, negative = inhibition, hits mostly inhibitors | 0.01% of 200,000 active; active = well fitted inhibition curve with a large enough effect in the signal ratio, with a control signal flat, not every such curve was filed as active; inconclusive = small, poorly fitted or top-dose-only effect, or effect the other way, or a change in a side signal; the % refers to the signal ratio; also: potency is read from the fitted curve at half-maximal effect; % is scaled to controls: 0 for no effect and ±100 for the full control effect
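S3 HeLa stable clones carrying a lamin A-EGFP splicing minigene plus DsRed2 were seeded at 600 cells/well in Opti-MEM with 2% FBS, pin-dosed and incubated 48 h at 37°C. Acumen cytometry (488 nm) gave the GFP/RFP total-intensity ratio.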
HTT cytoprotect – qHTS Multiplex Assay to Identify Dual Action Probes in a Cell Model of Huntington: Cytoprotection (ATP). Potency, µM (series often up to 56.4 µM), for inactives: cytoprotection (ATP increase), hits mostly activators. PC12 HTT-Q103 induced, cytoprotection, ATP luminescence, 40 h. 0.14% of 230,000 active;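 also: potency is read from the fitted curve at half-maximal effect; % of control where 0% means no effect; nearly all actives have a fitted effect of over 45% in size; toxic huntingtin expression switched on by the ecdysone agonist tebufenozide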
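PC12 cells with ecdysone-inducible HTT exon 1 Q103-GFP, induced with 100 nM tebufenozide and co-treated with library compounds in a dose series (1536-well, 1500 cells/well). Cytoprotection read as ATP content by ATPlite luminescence.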
KinaseGlo FLuc – Counterscreen for Luciferase (Kinase-Glo TM) Inhibition; Kinase-Glo luciferase, ATP luminescence, 8 min; 0.28% of 200,000 active; AID 1379, 2008; Potency, µM (doses to about 38.3 µM), without a hit: at the top dose activity change, negative = inhibition, most hits filed as inhibitors; Luciferin 4-monooxygenase (Photuris pensylvanica), Q27757; also: potency is read from the fitted curve at half-maximal effect; % is scaled to controls: 0 for no effect and ±100 for the full control effect; nearly all actives have a fitted effect of over 60% in size
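Kinase-Glo luciferase light output from ATP and luciferin was measured with 10 uM ATP, within the enzyme's linear range. Buffer: 50 mM imidazole pH 7.2, 50 mM KCl, 7 mM MgCl2, 0.01% Tween 20, 0.05% BSA; luminescence read after 8 min at ambient temperature.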
An asterisk follows results filed as active; u = inconclusive; x = not tested or not shown; & = joins results of further samples; [ ] = remark or other dose. Unless noted, calls follow the shape of the dose curve; as a rule, active = well fitted curve in the direction sought with a large enough effect; inconclusive = small, poorly fitted or top-dose-only effect, or another doubt; inactive = no such curve, though single readings can be large; an effect the other way counts as inactive or inconclusive.

SMILES | IMPase Li cell | HTT aggregate | CBFb RUNX1 block | SMN2 splice enh | Lamin A splicing | HTT cytoprotect | KinaseGlo FLuc
CCC(=O)Nc1ccc(NC(=O)CSc2nnnn2-c2cccnc2)cc1C | -2%[38.3 µM] | 5% | 6% | 13% | 0% | 6% | -1%
CC1Cc2ccccc2N1C(=O)CSc1nc2ccccc2n1CC(=O)N1CCOCC1 (stereo not given) | 19%[38.3 µM] | 20% | -2% | -2% | 17% | 24%[1.9 µM] | -1%
O=C(O)C(Cc1ccccc1)n1c(=S)[nH]c2ccccc2c1=O (stereo not given) | 3% | 31% | 7% | 7% | x | x | 2%
COc1ccc(/C=C(/C#N)C(=O)NC2CCCCC2)cc1Br | -4%[38.3 µM] | 6% | 1% | -24% | -7% | -19% | -4%
CCCCN(C(=O)CN1C(=O)C2CC=CCC2C1=O)c1c(N)n(CCC)c(=O)[nH]c1=O (stereo not given) | -8% | -4% | 3% | -2% | -5% | 12%[10 µM] | 7%
O=C(c1ccccn1)N(CC1CCCO1)C1(C(=O)NC2CCCCC2)CCCCC1 (stereo not given) | x | 17% | 5% | x | 8% | -21% | x
CCCC1(c2ccccc2)NC(=O)N(CC(=O)Nc2sc(-c3ccccc3)cc2C(=O)OCC)C1=O (stereo not given) | 2.8µM* | u | -5% | -29% | 4% | -50%[inhibitor] | 17%
CCNC(=O)CSc1nnc(C2CC2)n1-c1ccccc1 | 6%[38.3 µM] | u | -3% | -13% | 2% | 9% | -8%
COc1ccc(-c2noc(C3CCCN(C(=O)Nc4ccccc4)C3)n2)cc1 (stereo not given) | -3% | -33%[9.22 µM] | 6% | x | u | -38%[10 µM] | 0%
O=C(CSc1nc(N2CCCCC2)nc(N2CCCCC2)n1)N1CCc2ccccc21 | 13%[38.3 µM] | -20% | -1% | 18% | 2% | -3% | 4%
C=C1CCN([C@H](C(=O)Nc2ccc(OC)cc2)C(C)C)S(=O)(=O)c2ccccc21 | x | u | 2% | x | x | 0%[10 µM] | x
CCOC(=O)CC(=O)CSc1nnc2c(n1)[nH]c1ccccc12 | -4%[38.3 µM] | 8% | 1% | 4% | 14% | -13% | 6%
COc1ccc(-c2csc(NC(=O)c3ccc(OCC(=O)N4CCOCC4)c(OC)c3)n2)cc1 | 10% | -14% | -3% | -31%[inhibitor] | u | 20%[10 µM] | 2%
COc1ccc(Cc2[nH]n3c(=O)cc(C(C)C)nc3c2-c2ccccc2)cc1 | 6% | u | -4% | -79%[inhibitor] | x | -141%[inhibitor] | 2%
COc1ccc2c(c1)Cc1sc(NC(=O)c3cccnc3)nc1-2 | 11% | 18% | -7% | -29% | -16%[46 µM] | -32%[inhibitor] | -4%
CC(C)(C)c1ccc(OCCCC(=O)Nc2ccc(S(N)(=O)=O)cc2)cc1 | 4% | -32% | -5% | x | x | 0% | x
Cc1cc(Nc2ccccc2C(=O)O)n(-c2ccc([N+](=O)[O-])cc2)n1 | x | -13%[9.22 µM] | 1% | x | x | -19%[10 µM] | x
Cc1cc(=O)[nH]c(Nc2cccc(C(F)(F)F)c2)n1 | -6%[38.3 µM] | 11µM* | 4% | -10% | 14% | 11% | -4%
Cc1cc(C(=O)NCCC2=CCCCC2)c(C)o1 | 14%[38.3 µM] | u | 6% | 11µM* | -9% | -16% | -1%
Cc1nn(C)cc1/C=N\NC(=O)c1ccc(Cn2cc(Cl)cn2)cc1 | 0% | -13% | 1% | -1% | -7% | x | 3%
CCCC1=C(C(=O)OCC)C(c2ccc(O)cc2)n2ncnc2N1 (stereo not given) | 9%[38.3 µM] | 11% | 4% | 58% | -1% | 25% | 2%
CC(C)Sc1nsc2nc(=O)c(/C=C3\C=Nc4ccccc43)c(N)n12 | -5% | 13% | -13% | 1% | -16%[46 µM] | -29% | 1%
O=C(Nc1ccc(N2CCOCC2)cc1)C1(c2ccc(Cl)cc2)CCC1 | -7% | 7% | -11% | 11% | u | -56%[inhibitor] | -3%
CCOC(=O)Cn1c(=O)oc2cc(S(=O)(=O)N(C)Cc3ccco3)ccc21 | -2%[38.3 µM] | u | -7% | -13% | -3% | -12% | 4%
CCOCCOC(=O)c1ccc(-n2cnc(C)n2)nc1 | -8% | 0%[9.22 µM] | -1% | -5% | u | 23%[10 µM] | 2%
COC(=O)c1ccc(COc2ccc3c(C)c(C)c(=O)oc3c2C)o1 | -4%[38.3 µM] | -9% | 28% | 16% | 14% | -15%[10 µM] | -1%
COCCN1C(=O)C(CC(=O)Nc2ccc(C(=O)O)cc2)SC1=Nc1ccccc1 (stereo not given) | 17%[38.3 µM] | 0% | -3% | 5% | 5% | -13% | 1%
COC(=O)C1=C(C)N=c2s/c(=C/c3cccs3)c(=O)n2C1c1cccs1 (stereo not given) | 13%[38.3 µM] | -9% | -3% | -26% | 4% | -9% | 0%
CCn1c(=O)n(CC(=O)NC2CCCC(C)C2C)c(=O)c2ccccc21 (stereo not given) | -1%[38.3 µM] | 14% | 1% | u | -3% | -6% | 2%
NS(=O)(=O)c1ccc(CCNc2cc(=O)n(Cc3ccc(F)cc3)c(=O)[nH]2)cc1 | 14%[38.3 µM] | 4% | 2% | 40% | 1% | 6% | -1%
COc1ccc(-c2nnn(CC(=O)c3ccccc3)n2)cc1OC | 2%[38.3 µM] | -1% | -3% | 0% | 1% | -16% | 1%
O=C(O)c1cccc(N2C(=O)C3CC=C(Cl)CC3C2=O)c1 (stereo not given) | 6%[38.3 µM] | -6% | -13% | -10% | 0% | -9% | 4%
O=C(NCc1cccs1)c1cccc(N2CCCC2=O)c1 | 3%[38.3 µM] | 2% | 13% | 6% | 3% | -9% | -3%
O=C(NCC(c1ccco1)N1CCCCC1)c1ccc(OCc2ccccc2)cc1 (stereo not given) | 23% | u | -3% | x | x | -30% | x
CCOC(=O)Nc1n[nH]c(NC(=O)OCC)c1[N+](=O)[O-] | -13% | 3% | -3% | 10% | 9%[1.84 µM] | -27% | 7%
CCC(C)Nc1nc2c(c(=O)n(C)c(=O)n2C)n1Cc1ccc(F)cc1 (stereo not given) | 29%[38.3 µM] | -18% | 2% | 2% | -4% | -7% | 3%
O=C(Nc1ccccc1)c1cc([N+](=O)[O-])ccc1Cl | 14%&7%&-4%&13% | -1%[9.22 µM] | 4% | -46%&-27%&-22%[inhibitor] | u | 29% | -15%&3%
Cc1ccc(C=C2C(=O)c3ccccc3C2=O)s1 | 52%[activator][38.3 µM] | -15% | u | 16% | 7% | -2% | 7.1µM*
C=CCNC(=S)NN(c1ccccc1)c1ccccc1 | -2% | -4% | 5% | 19% | -12%[46 µM] | 13% | 0%
CN(CC(=O)OCC(=O)NCc1ccccc1)S(=O)(=O)c1ccc(Cl)cc1 | 3% | -9% | 9% | 2% | -2% | 17%[0.074 µM] | -1%
c1ccc(Cn2c(-c3cccs3)nc3nc4ccccc4nc32)cc1 | 4%[38.3 µM] | 4% | 15% | -5% | u | -22%[0.074 µM] | -1%
O=C(NCc1cccnc1)c1ccc(Cl)cc1[N+](=O)[O-] | 18%[38.3 µM] | u | 4% | u | -5% | 0%[10 µM] | 0%
CCOC(=O)c1c[nH]c(=S)n1C | x | -6%[9.22 µM] | 8% | x | u | -2%[10 µM] | x
O=C(O)c1cc(=O)c2ccc(Cl)cc2[nH]1 | 25%&-1%&-2% | x | -3% | 21%&2% | u | 22% | -1%&-1%&2%
CN1C(=O)CC(C(=O)O)SC1=Nc1cc(Cl)cc(Cl)c1 (stereo not given) | -7% | -1% | 9% | -2% | u | x | -1%
CCOc1ccccc1NC(=O)CN(c1cc(C)cc(C)c1)S(=O)(=O)c1c(C)noc1C | 15%[38.3 µM] | 3% | -1% | 5% | -5% | -15% | 3%
O=C(NCc1ccccc1)c1ccc(Oc2ccc(C(=O)NCc3ccccc3)cc2)cc1 | 17%[38.3 µM] | -17% | -3% | -1% | -4% | u | 1%
CC(=O)c1c(C)[nH]c(C(=O)OCCOc2ccccc2)c1C | 19% | 10% | 2% | -56%[inhibitor] | u | 5%[10 µM] | 4%
C[C@]12CC[C@@H]3c4ccc(O)cc4CC[C@H]3[C@@H]1CCC2OC(=O)CCC1CCCC1 (stereo not given in full) | x | -11% | x | x | u | 41% | x
Cc1cccc(Cn2c(O)c(N=NC(=S)Nc3ccccc3F)c3ccccc32)c1 | 0% | -24% | -9% | x | x | -12% | x

(listing goes on)
SMILES | IMPase Li cell | HTT aggregate | CBFb RUNX1 block | SMN2 splice enh | Lamin A splicing | HTT cytoprotect | KinaseGlo FLuc
CCCN1C(=O)/C(=C/c2nc3ccccc3c(=O)[nH]2)c2ccccc21 | 18% | 10% | 0% | 22% | 10% | 32%[0.074 µM] | 1%
O=C(CCN1C(=O)C2CC=C(Cl)CC2C1=O)NCc1ccco1 (stereo not given) | 28%[38.3 µM] | -11% | 5% | -22% | 4% | 2%[0.074 µM] | 4%
Fc1ccc2c(c1)/C(=N/Nc1ccccn1)CCS2 | 15% | -6% | -23% | 1% | -14%[46 µM] | 3%[10 µM] | -1%
O=C(Cc1ccccc1)NCCCN1CCN(CCCNC(=O)Cc2ccccc2)CC1 | 10%[38.3 µM] | 9% | 6% | 22% | 20% | -4%[0.074 µM] | -1%

Some of the entries so far, as labelled records.
CCCN1C(=O)/C(=C/c2nc3ccccc3c(=O)[nH]2)c2ccccc21
  IMPase Li cell = 18% | HTT aggregate = 10% | CBFb RUNX1 block = 0% | SMN2 splice enh = 22% | Lamin A splicing = 10% | HTT cytoprotect = 32%[0.074 µM] | KinaseGlo FLuc = 1%
O=C(Cc1ccccc1)NCCCN1CCN(CCCNC(=O)Cc2ccccc2)CC1
  IMPase Li cell = 10%[38.3 µM] | HTT aggregate = 9% | CBFb RUNX1 block = 6% | SMN2 splice enh = 22% | Lamin A splicing = 20% | HTT cytoprotect = -4%[0.074 µM] | KinaseGlo FLuc = -1%
